IMPase Li inh = cell-permeable IMPase inhibitors with lithium potentiation | Potency, µM (doses to about 59.4 µM), without a hit: at the highest dose activity, negative = IMPase inhibition, hits mostly inhibitors | CHO-M1 cells, IP1 TR-FRET (IP-One), carbachol + lithium | 210,000 compounds, 0.35% hits | AID 1457;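 note: IP1 builds up when IMPase is blocked and the TR-FRET signal falls; potency is the fitted concentration of half-maximal effect; plate controls were basal vehicle for no effect and high inhibitor control for full effect; nearly all actives have a fitted effect of over 50% in size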
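Readout is a homogeneous TR-FRET IP1 immunoassay (Ex 320, Em 665 and 620), where raised cytosolic IP1 lowers signal. Cells were CHO-M1 treated 30 min at 37C with test compounds plus a little lithium; AC50 values came from Hill-equation fitting.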
CBFb-RUNX1 inh = inhibitors of human CBF-beta and RUNX1 interaction. Potency, µM (titrated, usually from 59.8 µM), for inactives: at the highest dose activity, negative = inhibition, actives largely listed as inhibitors. AlphaScreen CBFb-His/RUNX1-biotin binding, biochemical. Q01196+Q13951. 230,000 tested, under 10 active; note: % of control where 0% means no effect
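Compounds were screened at multiple concentrations against a preformed CBF-beta(His)/RUNX1(biotin) complex (30 nM of each) for 15 min at room temperature, followed by 90 min with nickel and streptavidin beads and AlphaScreen reading.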
NPSR antag = antagonists of human neuropeptide S receptor cAMP signaling; Q6W5P4; 220,000 compounds, 1% hits; Potency, µM (doses to about 38.3 µM), for the others: top-dose activity change, negative = inhibition, most hits filed as inhibitors; CHO-NPSR cells, cAMP TR-FRET, antagonist mode; AID 1461; note: potency is the fitted concentration of half-maximal effect; % is set by controls: 0 for no effect and ±100 for the full control effect; nearly all actives have a fitted effect of over 50% in size; many of its hits are not listed in these tables
Target sequence (Q6W5P4 whole entry, looked up): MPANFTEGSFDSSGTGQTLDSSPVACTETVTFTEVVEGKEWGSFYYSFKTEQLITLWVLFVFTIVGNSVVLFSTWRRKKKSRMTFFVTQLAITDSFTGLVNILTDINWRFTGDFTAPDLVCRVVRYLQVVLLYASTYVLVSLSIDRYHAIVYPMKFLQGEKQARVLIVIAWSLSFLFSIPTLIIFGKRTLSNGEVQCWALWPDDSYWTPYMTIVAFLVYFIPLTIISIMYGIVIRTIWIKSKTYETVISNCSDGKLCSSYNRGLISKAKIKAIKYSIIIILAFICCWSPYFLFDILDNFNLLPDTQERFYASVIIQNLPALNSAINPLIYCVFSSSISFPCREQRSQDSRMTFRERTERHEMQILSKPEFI
Epigenetic derep = epigenetic control regulation, reporter derepression | murine LDR cells, GFP reporter derepression, 30 h | Potency, µM (top dose mostly 53.9 µM), without a hit: at the highest dose GFP activation, most hits filed as activators | 280,000 compounds, 0.2% hits; note: potency is the fitted concentration of half-maximal effect; % of control where 0% means no effect; nearly all actives have a fitted effect of over 60% in size
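In this reporter-derepression format, murine cells bearing a silenced integrated CMV-GFP locus incubate with test compound (30 h, 37 C), then are washed and imaged; fluorescent objects of 20–120 um count as induced cells.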
HTT aggregate = inhibitors of mutant huntingtin aggregate formation in PC12 cells; PC12 HttQ103-GFP aggregates, Acumen cytometry, 40 h; Potency, µM (doses to about 46.1 µM), without a hit: at the top dose activity change, negative = inhibition, most hits filed as inhibitors; 220,000 compounds, 1.1% hits; AID 1688; note: potency is the fitted concentration of half-maximal effect; % is set by controls: 0 for no effect and ±100 for the full control effect; nearly all actives have a fitted effect of over 60% in size
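Aggregate formation scored by laser-scanning cytometer (488 excitation, 500–530 emission) in lysed PC12 cells expressing Q103-GFP after 100 nM tebufenozide induction; library tested in dose series, with ATPLite reagent added in the multiplex.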
Luc counter = blocks Kinase-Glo luciferase, a counter-screen artifact. Q27757. Potency, µM (doses to about 38.3 µM), without a hit: top-dose activity change, negative = inhibition, usual class: inhibitors. AID 1379. Kinase-Glo luciferase, ATP luminescence, 8 min. 200,000 compounds, 0.28% hits; note: potency is the fitted concentration of half-maximal effect; % is set by controls: 0 for no effect and ±100 for the full control effect; nearly all actives have a fitted effect of over 60% in size
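Substrate mix (final 50 mM imidazole pH 7.2, 50 mM KCl, 7 mM MgCl2, 10 uM ATP, 0.01% Tween 20, 0.05% BSA) plus pin-tool compound, then Kinase-Glo detection mix; 8 min ambient, luminescence read.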
L3MBTL1 block = blocks human L3MBTL1 | AlphaScreen L3MBTL1–H3K9me1 peptide binding | Potency, µM (series often up to 57.1 µM), for the others: at the highest dose activity, negative = inhibition, actives largely listed as inhibitors | 230,000 compounds, 0.66% hits | AID 485360; note: potency is the fitted concentration of half-maximal effect; % is set by controls: 0 for no effect and ±100 for the full control effect; nearly all actives have a fitted effect of over 60% in size
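L3MBTL1 50 nM + b-AHA-H3(1-15)K9me1 75 nM, 30 min RT; compound added, 30 min RT; streptavidin donor/Ni-chelate acceptor beads 10 ug/mL each final, 30 min RT dark; AlphaScreen read.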
Active calls of the source: *; ? = inconclusive; . = not tested or not shown; & = joins results of further samples; [ ] = remark or other dose. Calls come from the whole dose curve; as a rule, active = well fitted curve in the direction sought with a large enough effect; inconclusive = small, poorly fitted or top-dose-only effect, or another doubt; inactive = no such curve, though single readings can be large; an effect the other way counts as inactive or inconclusive.

SMILES	IMPase Li inh	CBFb-RUNX1 inh	NPSR antag	Epigenetic derep	HTT aggregate	Luc counter	L3MBTL1 block
CC(C)C1OC2c3cccc4cccc(c34)C2N1c1ccccc1 (stereo unspecified)	1%	-2%	-5%[46.1 µM]	0.0%	-11%	3%	8%
Oc1c(C=C2N=c3ccccc3=N2)sc(=S)n1-c1ccc(F)cc1	-6%	-11%&-10%	-9%	6.3%&1.3%	-10%&-20%	-1%&2%	-4%&2%
CCOC(=O)CSc1nc(N)c2c3c(sc2n1)CCCC3	-9%[38.3 µM]	3%	-13%[46.1 µM]	-1.3%	0%	-1%	.
COc1ccc(S(=O)(=O)N2CCC(C(=O)NCc3cccs3)CC2)cc1	-2%	10%	0%	6.6%	-15%[9.22 µM]	0%	3%
CCC1=C2CC[C@H]3C(=O)N(CC)C(=O)[C@H]3[C@H]2[C@@]2(Cc3ccccc3)C(=O)N(Cc3ccccc3)C(=O)N2C1=O	-5%	9%&12%	23%	0.4%&-1.9%	-15%[9.22 µM]	-2%	.
Cc1cc(C)c2[nH]c(=O)c(CN(Cc3cccnc3)C(=S)NCCCN(C)C)cc2c1	17%	7%	-16%	-2.8%	4%[9.22 µM]	-3%	-4%
CCOC(=O)Cn1c(=N)n(CCOc2ccc3ccccc3c2)c2ccccc21	19%[38.3 µM]	-5%	1%[46.1 µM]	1.0%	-18%	-5%	.
Cc1nn(Cc2ccccc2Cl)c(C)c1NC(=O)CCCn1nc(C)c([N+](=O)[O-])c1C	-13%[38.3 µM]	2%	-14%[46.1 µM]	5.9%	-4%	-5%	-4%
O=C(CSc1nnc(-c2cccc(S(=O)(=O)N3CCCCC3)c2)o1)c1ccc[nH]1	10%[38.3 µM]	-22%	-25%[46.1 µM]	-0.2%	?	-2%	0%
CCOC(=O)c1cc2c(ccn2C)n1CC(=O)N1CCC(Cc2ccccc2)CC1	7%[38.3 µM]	-24%	?	-0.7%	?	-5%	?
O=C(CSc1nnc(-c2cccnc2)n1Cc1ccco1)Nc1nc(-c2ccc(F)cc2)cs1	35%[activator][38.3 µM]	0%	-19%[46.1 µM]	-1.0%	-31%	1%	-9%
CCOc1nnc(C)c2c(C)n(-c3cccc(Cl)c3)nc12	28%[38.3 µM]	14%	-29%[46.1 µM]	?	-7%	-2%	.
Cc1ccc(-n2[nH]c3c4c(ccc3c2=O)C(=O)c2ccccc2C4=O)cc1	-1%	5%	10%	-1.1%	12%	-1%	0%
CCN(C(=O)C1CCCCC1)c1nnc(-c2cccnc2)s1	-7%[38.3 µM]	6%	-16%[46.1 µM]	-1.4%	-27%	2%	4%
Cc1ccc(S(=O)(=O)Nc2ccc(-c3nc4ccc(C)cc4s3)cc2)cc1	1%	11%	-21%	-1.9%	-13%	-1%	4%
OCCN(CCO)c1ccc(C(c2ccc(Cl)cc2)c2ccc(N(CCO)CCO)cc2Cl)c(Cl)c1	-6%	-2%	?	-1.0%	8%	-3%	-27%
COCCOC(=O)c1c(C)oc2ccc(OCc3ccccc3)cc12	-3%	?	-3%	4.5%	1%	-1%	92%[activator]
CCn1c(CCc2nc3ccccc3[nH]2)n[nH]c1=S	-3%	4%	9%	0.0%	-1%	-1%	.
CC1(c2ccccc2)CC(C)(C)n2c(O)c(C3=NC(=S)NC3=O)c3cccc1c32 (stereo unspecified)	.	0%	-30%	15%	5%[9.22 µM]	.	.
Cc1ccc(C(=O)N2CC(=O)Nc3ccc(F)cc3C2c2ccccc2)cc1[N+](=O)[O-] (stereo unspecified)	12%	8%	-7%	1.0%	?	0%	-5%
Cc1ccc(C(=O)Nc2sc3c(c2C#N)CCCCC3)cc1C	3%	19%	-12%[46.1 µM]	2.1%	-7%	7%	6%
COc1cnn(-c2ccc(C)cc2)c(=O)c1Br	?	12%	-2%	-1.1%	-7%	-5%	?
CCCCCCCC[n+]1cccc(C(=O)N(CC)CC)c1	20%	-4%	8%	0.0%	-15%	3%	-4%
O=C(O)CSc1nc2ccc(Cl)cc2[nH]1	-8%[38.3 µM]	6%	-1%[46.1 µM]	0.8%	1%	0%	3%
CC1=C(C(=O)Nc2ccccc2F)C(c2cccs2)NC(=S)N1 (stereo unspecified)	1%	1%	10%	-0.9%[10.1 µM]	-8%[9.22 µM]	2%	-2%

(further entries)
SMILES	IMPase Li inh	CBFb-RUNX1 inh	NPSR antag	Epigenetic derep	HTT aggregate	Luc counter	L3MBTL1 block
CC(=O)Nc1cccc(C(=O)N/N=C/c2ccc(F)cc2)c1	-2%	-18%	4%	-0.9%	-7%	-7%	-1%
O=C1c2oc3ccccc3c(=O)c2C(c2cccc(O)c2)N1CCCN1CCOCC1 (stereo unspecified)	11%[38.3 µM]	0%	-1%[46.1 µM]	0.7%	18%	-4%	3%
CNc1nc(-c2ccccc2)nnc1C(F)(F)F	21%[38.3 µM]	11%	-2%[46.1 µM]	0.0%	10%	2%	6%
CCCCOc1ccc(NC(=O)CN2CCN(C(=O)OCC)CC2)cc1	-1%	13%	-15%[46.1 µM]	-1.4%	5%	-2%	6%
Cc1ccc(-c2nnn(CC(=O)N(CCN3CCOCC3)C(C(=O)NC(C)(C)C)c3ccco3)n2)cc1 (stereo unspecified)	1%	8%	-23%	-0.1%	.	0%	4%
CCOC(=O)c1ccccc1NC(=O)CSc1nc(N)cc(N)n1	-7%	2%	9%[46.1 µM]	0.0%	-6%	2%	-2%
CCN(CC)CCNC(=O)c1ccc(-n2c(C)cc3c2CCCC3=O)cc1	19%	-2%	8%	-0.3%	5%	-1%	-3%
Cc1ccc(NC(=O)CSc2nnc(CCCCCNC(=O)OC(C)(C)C)o2)c(C)c1	9%	2%	-11%	-1.0%	-15%	1%	-6%
COc1ccc(C2OC(=O)CC2C(=O)N2CCN(c3cc(Cl)ccc3C)CC2)cc1OC (stereo unspecified)	-1%[38.3 µM]	-6%	-17%[46.1 µM]	-1.0%	21%	0%	.
CCc1cc2c(=O)n(C(C)C(=O)OC3CCCCC3)cnc2s1 (stereo unspecified)	23%[38.3 µM]	5%	-23%[46.1 µM]	-1.1%	-15%	3%	.
Cc1ccc(C(=O)Nc2nc(-c3ccc([N+](=O)[O-])cc3)cs2)o1	-5%	11%	-1%	-2.2%	3%	2%	-6%
CCOC(=O)c1c(N2C(=O)C=CC2=O)sc(C)c1C	23%	6%	?	-2.2%	?	1%	-8%
Cn1c(SCC(=O)c2ccc3c(c2)OCO3)nnc1C1COc2ccccc2O1 (stereo unspecified)	-1%	10%	?	0.9%	32%	3%	-4%
O=C(COc1cccc2ccccc12)N/N=C/C=C/c1ccccc1	3%	-4%	-18%	-1.1%	15%	-3%	-1%
CC(=O)c1ccc(NC(=O)CSc2ccsc2[N+](=O)[O-])cc1	2%	?	3%	-5.1%	?	0%	-21%
O=C(COC(=O)CCc1ccccc1)Nc1ncc(Cl)cc1Cl	23%[38.3 µM]	2%	-4%[46.1 µM]	0.7%	-1%	-2%	.
COc1ccc(-c2cc(C(=O)Nc3nc4ccccc4s3)c3ccccc3n2)cc1OC	-1%	7%	-2%	1.3%	0%	-4%	10%
Cc1ccc(CNC(=O)CCc2ccc(S(=O)(=O)NCC(C)C)cc2)cc1	0%	5%	8%	2.4%	3%[9.22 µM]	-2%	2%
CC1=NN(c2ccccc2)C(=O)C1N=Nc1ccc(S(N)(=O)=O)cc1 (stereo unspecified)	.	15%	2%	-3.2%	7%[9.22 µM]	.	37%[activator]
Cc1cccc(C(=O)N=c2c(C#N)cc3c(=O)n4cccc(C)c4nc3n2Cc2ccco2)c1	-13%[38.3 µM]	?	-16%[46.1 µM]	1.8%	?	6%	.
CCOC(=O)C1CCCCN1Cc1ccc(C(F)(F)F)cc1 (stereo unspecified)	3%[38.3 µM]	3%	-30%[46.1 µM]	-4.4%	7%[9.22 µM]	2%	.
CCc1ccc2nc(NC(=O)CCCc3cccs3)sc2c1	40%[activator][38.3 µM]	7%	-20%[46.1 µM]	0.1%	-8%	18%	.
COc1cc(/C=N/O)ccc1OCc1ccc(Cl)cc1	4%	1%	-11%	0.0%	0%[9.22 µM]	0%	10%
COc1ccc(CCN(C)C(=O)C2CCCN(Cc3ccc(OC)c(OC)c3)C2)cc1OC (stereo unspecified)	8%[38.3 µM]	-2%&1%	4%[46.1 µM]	0.3%&3.2%	25%	0%&5%	-3%&-4%
Cc1ccc(Cn2ncc3c(N4CCN(CCc5ccccc5)CC4)ncnc32)cc1	.	0%	25%[7.67 µM]	-0.3%	2%[9.22 µM]	.	-5%
O=C(c1nn(Cc2ccccc2)c(=O)c2ccccc12)N1CCN(c2ccccn2)CC1	9%[38.3 µM]	-6%	-24%[46.1 µM]	-7.3%	-13%	4%	-4%
Cc1oc(-c2cccs2)nc1CS(=O)CC(=O)NCCCN1CC(C)CC(C)C1 (stereo unspecified)	1%[38.3 µM]	-3%	3%[46.1 µM]	-3.1%	-20%	-4%	.
CSc1sc(C(=O)NC(=O)NCc2cccnc2)c(C)c1-c1ccon1	.	2%	22%	1.1%	-25%[9.22 µM]	.	0%

From PubChem

These rows are one share of the data; rates above refer to the full screens.
